FUS yeast rescue: suppressors of FUS proteinopathy in yeast; S. cerevisiae FUS-expressing, growth rescue, OD600, 24 h; Potency, µM (doses to about 76.6 µM), for inactives: top-dose growth rescue (activation), most hits filed as activators; 390,000 tested, 0.24% active;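 note: plate controls were DMSO vehicle for no effect and reference control for full effect; nearly all actives have a fitted effect of over 55% in size; some results filed as inactive show a strong effect at the top dose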
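Yeast expressing FUS under galactose induction, OD 0.005 in 2% galactose medium; compounds in a dilution series, 24 h at 30C. Growth rescue by absorbance at 600 nm; CP55940 positive control, DMSO negative.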
EPAC1 antag: antagonists of human EPAC1; O95398; EPAC1 GEF assay, Rap1b-BODIPY-GDP exchange fluorescence; Potency, µM (titrated, usually from 115 µM), without a hit: top-dose activity change, negative = inhibition, actives largely listed as inhibitors; 360,000 tested, 0.14% active; AID 720709;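 note: plate controls were vehicle for no effect and positive control for full effect; nearly all actives have a fitted effect of over 50% in size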
EPAC2 antag: blocks human EPAC2 exchange factor. Q8WZA2. EPAC2 GEF exchange of Rap1B-BODIPY-GDP, fluorescence. Potency, µM (series often up to 114 µM), inactives show at the highest dose activity, negative = inhibition, hits mostly inhibitors. 360,000 tested, 0.18% active; note: % is set by controls: 0 for no effect and ±100 for the full control effect; nearly all actives have a fitted effect of over 45% in size; many of its hits are not listed in these tables
PTHR1 ag: activates the human parathyroid hormone receptor PTHR1; HEK293 GP2 PTHR1 cells, GloSensor cAMP luminescence, 1 h; Potency, µM (doses to about 115 µM), for the others: at the top dose activation, most hits filed as activators; 410,000 tested, 0.075% active; AID 743266; note: nearly all actives have a fitted effect of over 55% in size; some results filed as inactive show a strong effect at the top dose; inactives centre near -15; many of its hits are not listed in these tables
Target sequence (Q03431 whole entry, looked up): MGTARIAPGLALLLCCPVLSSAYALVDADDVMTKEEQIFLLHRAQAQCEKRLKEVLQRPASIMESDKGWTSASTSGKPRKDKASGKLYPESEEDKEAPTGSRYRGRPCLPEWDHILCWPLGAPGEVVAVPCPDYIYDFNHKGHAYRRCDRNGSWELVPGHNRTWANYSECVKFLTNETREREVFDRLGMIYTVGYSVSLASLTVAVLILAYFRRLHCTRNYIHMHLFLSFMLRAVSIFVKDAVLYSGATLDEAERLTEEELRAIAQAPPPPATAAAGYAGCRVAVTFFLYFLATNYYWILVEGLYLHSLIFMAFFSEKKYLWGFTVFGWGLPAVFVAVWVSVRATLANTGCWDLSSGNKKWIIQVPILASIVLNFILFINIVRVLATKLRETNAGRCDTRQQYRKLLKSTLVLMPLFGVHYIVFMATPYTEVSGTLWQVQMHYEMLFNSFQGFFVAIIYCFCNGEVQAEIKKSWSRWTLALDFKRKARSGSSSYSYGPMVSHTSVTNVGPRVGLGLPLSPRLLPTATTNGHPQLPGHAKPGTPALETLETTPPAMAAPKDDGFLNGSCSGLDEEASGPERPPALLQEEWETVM
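HEK-293-derived GP2 cells expressing PTHR1 and a GloSensor cAMP reporter, 3,000/well, plated overnight, given luciferin plus IBMX (each 0.5 mM as added) for 1 h at 37 °C, then compound for 1 h at 37 °C. Luminescence was read after 15 min at room temperature.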
EPAC2 ag: agonists of human EPAC2 (RAPGEF4). Q8WZA2. EPAC2 activation, biochemical qHTS; response scale: 100% = 6.5 mM cAMP response. Potency, µM (doses to about 154 µM), inactives show top-dose activation, actives largely listed as activators. 360,000 tested, 0.079% active. AID 720711; note: nearly all actives have a fitted effect of over 50% in size
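qHTS, titration series. 100 nM EPAC2 / 250 nM Rap1B-BODIPY-GDP / 50 uM GDP; RT; ex 480/em 540 nm, 5-min reads to 30 min. Norm. to 6.5 mM cAMP = activation.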
aSyn yeast inh: alpha-synuclein toxicity inhibition in yeast. Yeast expressing alpha-synuclein, growth rescue, BacTiter-Glo, 24 h. Potency, µM (series often up to 46.1 µM), inactives show top-dose growth rescue (activation), actives largely listed as activators. 370,000 tested, 0.14% active; note: % of control where 0% means no effect; nearly all actives have a fitted effect of over 65% in size
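Galactose-induced alpha-syn yeast (OD600=0.02, raffinose-pregrown) + pinned cpd, 24 hr, 30 deg C; growth by BacTiter-Glo luminescence. Growth restoration scores as activation.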
EPAC1 agonist: EPAC1 (human) agonism; O95398; EPAC1 agonist qHTS, biochemical assay; response scale: 100% = response to 6.5 mM cAMP; Potency, µM (highest dose often 154 µM), for the others: at the highest dose activation, most hits filed as activators; 360,000 tested, 0.073% active; AID 720707; note: nearly all actives have a fitted effect of over 60% in size
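Compounds were pinned as a concentration titration into mixtures of EPAC1 (100 nM), BODIPY-GDP-loaded Rap1B (250 nM) and GDP (50 uM). After 5 min at room temperature, fluorescence was followed for 30 min; activity was scaled to 6.5 mM cAMP.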
TDP-43 yeast inh: rescues yeast growth from TDP-43 toxicity. TDP-43 expressing yeast growth rescue, BacTiter-Glo, 24 h. 410,000 tested, 1.8% active. Potency, µM (top dose mostly 46.1 µM), for the others: at the top dose growth rescue (activation), usual class: activators; note: % of control where 0% means no effect; nearly all actives have a fitted effect of over 50% in size
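Cell-based yeast growth screen: TDP-43 expression induced in galactose, inoculum OD600=0.02 after raffinose pregrowth to mid-log. Read-out BacTiter-Glo luminescence at 24 hr, 30 deg C; inhibition of toxicity seen as signal increase.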
An asterisk follows results filed as active; i = inactive; u = inconclusive; x = not tested or not shown; & = joins results of further samples; [ ] = dose if it differs, or a comment. Calls come from the whole dose curve; as a rule, active = well fitted curve in the direction sought with a large enough effect; inconclusive = small, poorly fitted or top-dose-only effect, or another doubt; inactive = no such curve, though single readings can be large; an effect the other way counts as inactive or inconclusive. Potency is the fitted concentration of half-maximal effect.

SMILES | FUS yeast rescue | EPAC1 antag | EPAC2 antag | PTHR1 ag | EPAC2 ag | aSyn yeast inh | EPAC1 agonist | TDP-43 yeast inh
Cc1c(-c2ccc(Cl)cc2)[n+](=O)c(-c2ccccc2)cn1[O-] | -15% | 5% | -2% | -9% | 1% | -1% | 6% | 15%
Cn1nc(C(=O)OCC(=O)Nc2ccccc2[N+](=O)[O-])c2ccccc2c1=O | -11% | 8% | 1% | i | -2% | -3% | -2% | -9%
O=C(COC(=O)c1cccnc1Cl)c1cccc(Cl)c1 | -5% | -20% | 1% | -28% | 2% | x | 9% | 11µM*
Cc1c(CN2CCCCC2)c(O)n(CCO)c(=O)c1C#N | 8% | 24% | 3% | i | 5% | 0% | 7% | 4%
Cc1csc(C(=O)O)c1NC(=O)c1ccc(F)cc1 | -9% | 11% | 5% | i | 9% | -7% | -9% | 6%
O=C(Nc1ccccc1C(=O)NC(Cc1ccccc1)C(=O)O)c1ccccc1 (configuration not stated) | 19% | -7% | 5% | -8% | 10% | -6% | 0% | -23%
CN1C2CCC1CC(NC(=O)c1cccc(C(F)(F)F)c1)C2 (configuration not stated) | -38% | -17% | 10% | i | 13% | 1% | 9% | -7%
CCN1CCN(c2ccc(Cl)cc2NC(=O)c2ccco2)CC1 | -3% | 6% | 1% | u | 6% | -6% | -11% | -25%
CC(C)N(Cc1nccn1C)C(=O)c1ccc(OC2CCN(C(=O)C3CC3)CC2)cc1 | -7% | 9% | 9% | i | 11% | -5% | 6% | 5%
CC1=C(C)CC(C(=O)NNC(=O)c2csc(C)c2C)C(C(=O)O)C1 (configuration not stated) | -2% | -1% | 0% | i | -2% | 0% | -1% | 18%
CN(C)C(=O)COC(=O)/C=C/c1cn(-c2ccccc2)nc1-c1cccs1 | 43% | -20% | -20% | -12% | 20% | 14% | 9% | 21%
COc1cccc(CN2C(=O)c3ccccc3C2C(=O)NCC2CCCO2)c1 (configuration not stated) | 23% | 0% | -6% | 21% | 7% | -5% | -1% | -13%
COc1cccc(CNC(=O)c2cc(S(=O)(=O)N3CCOCC3)cn2C)c1 | -18% | -13% | 1% | -13% | 6% | 4% | -8% | 3%
CCCn1c(=O)n(C)c(=O)c2c(SCC(=O)NCC(c3ccccc3)N(C)C)nc(CC(C)C)nc21 (configuration not stated) | 26% | -7% | -2% | -1% | -21% | -5% | u | -19%
O=C(Nc1ccc(C(=O)N2CCCC2)cc1)C1CCCC1 | -2% | 16% | 7% | i | 2% | -2% | -4% | 4%
CCCCOCCCNC(=O)c1ccc(NC(C)=O)cc1 | 27% | -3% | -2% | -9%[57.5 µM] | 2% | -5% | 7% | -16%
CC(C)(C)c1ccc(S(=O)(=O)N2CCN(CC(=O)NC(=O)NC3CCCCC3)CC2)cc1 | 38% | 2% | -11% | -49%[inhibitor] | 8% | 15% | -1% | -19%
COc1cc(CN2CCN(Cc3cccc(OC)c3OC)CC2)cc(OC)c1 | 12% | -28% | -3% | i | 7% | 0% | 12% | -20%
O=C(Cn1cc(C(=O)C(F)(F)F)c2ccccc21)N1CCOCC1 | -6% | -15% | 1% | -6% | 2% | -2% | 11% | 10%
Cc1cc(=O)[nH]c(NN=Cc2c(Cl)cccc2Cl)n1 | x | 2% | 0% | -7% | 0% | -3% | 5% | 9%
Nc1cc(-c2cccc([N+](=O)[O-])c2)[nH]n1 | u | -14% | -3% | i | 12% | -8% | 13% | 7%
Cc1cccc(CCNC(=O)C2CCCN(S(=O)(=O)c3cnc[nH]3)C2)c1 (configuration not stated) | -22% | 0% | -7% | i | 4% | 0% | 20% | -5%
CCOc1ccc(S(=O)(=O)N2CCc3ccccc3C2)cc1 | -8% | -3% | -12% | -8%[57.5 µM] | 13% | 3% | 13% | -16%
Cc1cc(C(=O)CSc2nnnn2-c2ccccc2)c(C)n1-c1ccc2c(c1)OCO2 | x | 6% | 1% | -25% | 0% | 7% | 2% | 6%
O=C1CC(c2ccc(Cl)cc2)SC(N(c2ccccc2)c2ccccc2)=N1 (configuration not stated) | x | -18% | -16% | -30%[inhibitor] | -7% | 2% | 4% | -4%
COc1cccc(C(=O)NCCCNC(=O)c2ccco2)c1 | 22% | 29% | 6% | -15% | 5% | -11% | 0% | -15%
CCOC(=O)N1C2c3ccccc3C(c3ccccc32)N1C(=O)OCC | x | -6% | 13% | i | 1% | -3% | -1% | 6%
CCC(=O)Nc1nc(C)c(-c2csc(Nc3cccc(O)c3)n2)s1 | u | u | -6% | -15% | 12% | 1% | -5% | -2%
Fc1ccc(NC(=S)NCc2ccccc2)cc1 | -3% | -26% | -1% | -23% | 19% | -3% | 6% | 7%
COc1ccc(F)cc1S(=O)(=O)NC1CCCC1 | -33% | 9% | 26% | -1% | 6% | -4% | -1% | -19%
CCn1c(SCC(=O)N2c3ccccc3Sc3ccccc32)nc2c1c(=O)n(C)c(=O)n2C | 8% | -1% | -4% | -8%[57.5 µM] | 9% | u | 8% | -10%
COc1cc(C)ccc1OCCCOc1ccccc1Cl | 3% | -23% | -2% | -11%[57.5 µM] | 7% | 0% | 10% | 7%
COc1ccc(S(=O)(=O)N2CCN(C)CC2)cc1Br | 6% | 0% | 3% | i | 0% | -1% | 9% | -2%
CCOC(=O)C1(C)CCN1C(=O)c1cc(F)cc(F)c1 (configuration not stated) | -30% | 2% | -2% | -8% | 20% | 1% | -2% | 22%
O=C(CC1CCCC1)Nc1ccc2c(c1)CCC2 | -2% | -14% | 1% | -17% | 7% | -7% | -3% | 11%
Nn1c(SCC(=O)Nc2ccccc2F)nc2ccccc2c1=O | 40% | 6% | -3% | -2%[57.5 µM] | -3% | -4% | 5% | -5%
CC12CC3CC(C)(C1)CC(C(=O)NNC(=O)c1ccncc1)(C3)C2 | 10% | 21% | 6% | i | 9% | 8% | -2% | 19%
CCOC(=O)c1nnc(-c2ccc(C)cc2)nc1Oc1ccc(Cl)cc1Cl | -11% | -4% | -1% | -20% | 2% | -3% | 7% | 8%
Cc1ccc2[nH]c(=O)c(CN(Cc3cccs3)C(=S)NCc3ccco3)cc2c1 | 12% | 7% | -9% | -19% | 2% | 0% | 14% | 6%
CC(O)CNc1nc2c(c(=O)n(Cc3ccc(Cl)cc3)c(=O)n2C)n1C (configuration not stated) | 19%&14% | 5% | -9% | u | 4% | 2% | 17% | -12%[1.82 µM]
COc1cccc(C(=O)NCCCNC(=O)c2cccnc2)c1 | 14% | -9% | -4% | -7% | 6% | 8% | 2% | -2%
CC(=O)Nc1ccccc1NC(=O)c1ccc(C)cc1C | 0% | -3% | 0% | i | 6% | -5% | 2% | -5%[9.22 µM]
CC(C)N(Cc1cnn(C)c1)Cc1nc(COc2ccccc2)no1 | -3% | 8% | 3% | i | 11% | 0% | 0% | -21%
CCOc1ccc(C(=O)C(C)OC(=O)Cn2cnc3c2c(=O)n(C)c(=O)n3C)cc1 (configuration not stated) | -3% | 14% | 14% | -89%[inhibitor] | 1% | 3% | -2% | 21%
CN(C(=O)CSc1nnc(Cc2ccccc2F)n1N)C1CCCCC1 | 3% | -7% | -3% | i | -1% | -16% | -4% | 8%
COc1ccc(CCCC(=O)N/N=C/c2cccc(OC)c2O)cc1C | 18% | -12% | -7% | -19% | -6% | 16% | -9% | 17%
Cc1ccc(C)c(OCC(=O)Nc2ccccc2C(=O)NC2CC2)c1 | 14% | 3% | 16% | i | 3% | -6% | -7% | -12%
O=C(O)CN1C(=O)CSc2ccccc21 | u | 21% | 13% | i | -1% | -9% | -1% | 2%

Part of the list above with just EPAC1 antag, TDP-43 yeast inh and aSyn yeast inh:
Compound | EPAC1 antag | TDP-43 yeast inh | aSyn yeast inh
CCOC(=O)c1nnc(-c2ccc(C)cc2)nc1Oc1ccc(Cl)cc1Cl | -4% | 8% | -3%
Cc1ccc(C)c(OCC(=O)Nc2ccccc2C(=O)NC2CC2)c1 | 3% | -12% | -6%

Remaining list, next part.
SMILES | FUS yeast rescue | EPAC1 antag | EPAC2 antag | PTHR1 ag | EPAC2 ag | aSyn yeast inh | EPAC1 agonist | TDP-43 yeast inh
O=C(C1=C[C@H](C2CC2)C[C@H](OCc2ccc(CO)cc2)O1)N1CCOCC1 | -20% | 2% | 8% | -10% | 3% | 0% | 1% | u
Nc1c(-c2ccc(F)c(F)c2)nc2ncccn12 | -7% | -13% | 7% | i | 3% | -8% | 8% | 8%
COC(=O)Cn1c(CN(Cc2ccccc2)Cc2ccccc2)nc2c1c(=O)[nH]c(=O)n2C | u | -2% | -12% | i | 8% | 1% | 5% | -20%
COc1ccc(CNC(=O)c2cccc3c(-c4ccc(F)c(F)c4)coc23)cc1OC | u | -14% | -22% | -2% | 9% | 17% | -6% | u
O=C(NCc1ccccc1)C1CCCN(C(=O)c2ccc(F)cc2)C1 (configuration not stated) | 9% | -1% | -2% | i | -7% | -7% | 8% | 11%
C/C(Cl)=C\Cn1c(Nc2cccc(C)c2)nc2c1c(=O)n(C)c(=O)n2C | 1% | 3% | 6% | -18%[57.5 µM] | -3% | 5% | 5% | 15%
O=C(c1ccc(F)cc1)N1CCC(C(=O)N2CCN(Cc3ccc4c(c3)OCO4)CC2)CC1 | 3% | -8% | -1% | -20% | 2% | 0% | 5% | 22%
N#Cc1ccc(C(=O)OCC(=O)Nc2cccc(S(=O)(=O)N3CCCCC3)c2)cc1 | 9% | -11% | -1% | -2% | 8% | 0% | -3% | 14%
Cc1ccc(CNC(=O)C(=O)NCC2OCCCN2S(=O)(=O)c2cccs2)cc1 (configuration not stated) | x | 2% | -7% | -34%[inhibitor] | 6% | -3% | 5% | -13%
CCOc1ccccc1NC(=O)C1=C(C)Nc2ncnn2C1c1ccccn1 (configuration not stated) | -5% | x | x | i | x | 0% | x | 20%
CCNS(=O)(=O)c1ccc(C)c(-n2cnnn2)c1C | 5% | -11% | -1% | i | 4% | 5% | 5% | -22%
O=C(COC(=O)c1cnccn1)c1ccc(Br)cc1 | -6% | 5% | 14% | i | -3% | -5% | -2% | 7%

Some of the entries so far, with each value named.
C/C(Cl)=C\Cn1c(Nc2cccc(C)c2)nc2c1c(=O)n(C)c(=O)n2C
- FUS yeast rescue = 1%
- EPAC1 antag = 3%
- EPAC2 antag = 6%
- PTHR1 ag = -18%[57.5 µM]
- EPAC2 ag = -3%
- aSyn yeast inh = 5%
- EPAC1 agonist = 5%
- TDP-43 yeast inh = 15%

Cc1ccc(CNC(=O)C(=O)NCC2OCCCN2S(=O)(=O)c2cccs2)cc1 (configuration not stated)
- FUS yeast rescue = x
- EPAC1 antag = 2%
- EPAC2 antag = -7%
- PTHR1 ag = -34%[inhibitor]
- EPAC2 ag = 6%
- aSyn yeast inh = -3%
- EPAC1 agonist = 5%
- TDP-43 yeast inh = -13%

The list is partial; rates above refer to the full screens.
